CHRM4 agonist: CHRM4 agonism in calcium assay. P08173. CHO-K1 hM4/Gqi5, Fluo-8 calcium fluorescence; vehicle 0%, full acetylcholine response 100%. activation, % at 3 µM. 360,000 tested, 0.14% active;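 active means activation above the run mean over all test wells plus 3 SD, cut at about 32% in these data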;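 further: peak over basal fluorescence ratio per well then scaled between controls; 0% = DMSO wells and 100% = acetylcholine at EC100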
Target sequence (P08173 whole entry, looked up): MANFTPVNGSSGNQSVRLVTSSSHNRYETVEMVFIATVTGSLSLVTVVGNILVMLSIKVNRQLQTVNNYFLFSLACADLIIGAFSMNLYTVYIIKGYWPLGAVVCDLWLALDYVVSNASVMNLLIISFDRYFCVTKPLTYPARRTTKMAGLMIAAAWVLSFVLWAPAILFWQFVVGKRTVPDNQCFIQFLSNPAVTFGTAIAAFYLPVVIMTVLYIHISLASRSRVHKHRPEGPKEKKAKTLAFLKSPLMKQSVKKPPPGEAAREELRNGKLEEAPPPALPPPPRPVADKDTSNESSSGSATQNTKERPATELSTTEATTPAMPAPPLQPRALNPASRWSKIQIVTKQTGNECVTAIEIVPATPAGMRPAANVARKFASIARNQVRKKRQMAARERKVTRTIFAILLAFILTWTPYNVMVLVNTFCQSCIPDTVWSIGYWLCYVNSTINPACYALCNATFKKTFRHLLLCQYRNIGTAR
M1 antag: human CHRM1 antagonism; P11229; CHO-K1 hM1, Fluo-8 calcium fluorescence, ACh EC80 antagonist; inhibition, % at 3 µM; 360,000 tested, 1.3% active;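 active means percent inhibition above its own plate's cutoff, namely the mean of that plate's compound wells plus 3 SD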;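 further: peak over basal fluorescence ratio during 140 s after agonist addition; 0% = ACh EC80 plus DMSO and 100% = DMSO alone without agonist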
M1 ag parental: counter-screen for M1 agonists: effect in parental CHO-K1 cells. 360,000 tested, 0.48% active. activation, % at 3 µM. Fluo-8 calcium fluorescence; scaled to maximal ATP response, vehicle zero. AID 602248; in the data active means activation above about 15%;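 further: untransfected CHO-K1 host cells lacking M1 receptor as counterscreen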
CHO-K1 Ca antag: counter-screen for M1 antagonists: effect in parental CHO-K1 cells. inhibition, % at 3 µM. ATP-induced calcium, Fluo-8 fluorescence. 360,000 tested, 0.6% active. AID 602250;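 active means inhibition above a per-plate cutoff, the plate's mean sample inhibition plus 3 SD, cut at about 24% in these data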;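 further: 0% = DMSO plus EC80 ATP and 100% = DMSO alone without ATP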
CHO parental Ca: counter-screen: ATP calcium response change in parental CHO cells. parental CHO-K1, ATP-induced calcium, Fluo-8 fluorescence. inhibition, % at 5.6 µM. 330,000 tested, 0.63% active. AID 463079;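 active means inhibition above that plate's mean sample inhibition plus 3 SD, cut at about 26% in these data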;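 further: 0% = ATP-challenged DMSO wells and 100% = DMSO wells without ATP; some compounds past the cut are filed as inactive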
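Material: Parental CHO cells | Reagent: ATP | Compound dosing: Single nominal dose of 5.6 µM per compound | Detection: Intracellular calcium via Fluo-8 no-wash fluorescent dye | Read-out: % inhibition of ATP-induced calcium mobilization | Benchmarks: Low control ATP plus DMSO, high control DMSO only | Replicates: Singlicate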
OXTR potentiator: human OXTR potentiation; P30559; CHO-OTR cells, Fluo-8 calcium fluorescence, potentiator mode; 0% = oxytocin EC15, 100% = EC100; activation, % at 3 µM; 320,000 tested, 0.061% active;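 active means activation above that plate's cutoff, the mean activation of tested compounds plus 3 SD, cut at about 6.6% in these data, passing the limit was not always enough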;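 further: 100% uses oxytocin at 75 nM as the full agonist control; some results filed as inactive read as strong as hits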
Target sequence (P30559 whole entry, looked up): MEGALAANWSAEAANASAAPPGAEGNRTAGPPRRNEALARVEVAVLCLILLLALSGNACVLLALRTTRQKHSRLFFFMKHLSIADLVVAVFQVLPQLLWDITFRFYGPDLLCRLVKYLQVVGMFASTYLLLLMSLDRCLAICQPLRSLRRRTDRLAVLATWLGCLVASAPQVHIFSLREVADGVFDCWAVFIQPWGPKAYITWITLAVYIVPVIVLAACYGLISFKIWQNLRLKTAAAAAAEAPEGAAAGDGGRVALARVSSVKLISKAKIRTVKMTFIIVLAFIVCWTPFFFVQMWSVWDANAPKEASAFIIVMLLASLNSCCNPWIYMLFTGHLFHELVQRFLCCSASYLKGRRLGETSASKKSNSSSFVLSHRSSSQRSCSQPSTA
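Assay system: CHO cell line stably expressing human OTR | Also added: Oxytocin at about EC15, sub-maximal agonist stimulus | Times: Compound 6 min at room temperature before oxytocin, 100 s read | Measured by: Fluo-8 intracellular calcium fluorescence, ex 470-495, em 515-575 nm | Controls: EC15 oxytocin alone as 0%, 75 nM oxytocin as 100%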
CHRM4 antagonist: antagonists of human muscarinic M4 receptor (CHRM4); AID 624125; inhibition, % at 3 µM; 360,000 tested, 0.73% active; CHO-hM4 cells, ACh EC80, Fluo-8 calcium fluorescence; P08173;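 active means inhibition above its plate's cutoff, the mean inhibition of sample wells plus 3 SD, cut at about 27% in these data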;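 further: 0% = acetylcholine EC80 with DMSO and 100% = DMSO without agonist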
M1 PAM: human CHRM1 positive allosteric modulation; P11229; CHO-K1 hM1, Fluo-8 calcium fluorescence, ACh EC20; 0% = ACh EC20, 100% = maximal ACh; activation, % at 3 µM; 360,000 tested, 0.088% active; in the data active means activation above about 19%, passing the limit was not always enough
M1 ag: activates human CHRM1 receptor. CHO-K1 hM1, Fluo-8 calcium fluorescence, agonist mode; 0% DMSO, 100% acetylcholine EC100. activation, % at 3 µM. 360,000 tested, 0.33% active;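 active means activation above the run's mean compound activation plus 3 SD, cut at about 16% in these data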;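 further: peak over basal fluorescence ratio within a 140 s kinetic read after compound addition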
An asterisk follows results filed as active; · = no result given.

Each structure is followed by: CHRM4 agonist	M1 PAM	M1 ag parental	CHO-K1 Ca antag	CHRM4 antagonist	M1 ag	M1 antag	OXTR potentiator	CHO parental Ca
> O=C(NCc1ccc(Cl)cc1)C1CCCCN1S(=O)(=O)c1ccccc1 (stereo not given)
→ 4	-1	2.0	-10	-4	-5	-1	-13	-21
> O=C(Cc1noc2ccccc12)Nc1ccc2ccccc2c1
→ 1	8	1.0	1	10	-6	-6	-4	-3
> O=C(COc1ccccc1)NS(=O)(=O)c1ccccc1
→ 2	9	0.6	-8	1	-3	-3	1	-8
> CCC(=O)N1c2ccc(S(=O)(=O)NCCc3ccc(C)cc3)cc2CC1C (stereo not given)
→ 5	10	6.2	-12	-5	0	-18	-13	-15
> Cc1cc2oc(=O)c3c(c2cc1OCc1nn[nH]n1)CCCC3
→ 0	6	0.0	-8	-4	0	2	5	0
> CCC(CC)NC(=O)c1cccc([N+](=O)[O-])c1C
→ 1	-1	0.3	2	1	-3	0	6	-11
> CCCC(=O)Nc1nc2n(n1)C(c1ccccc1)CC(=O)N2 (stereo not given)
→ 1	7	0.5	-9	13	-4	-5	-3	20
> Nc1ccc(N2CCCC2)c(S(=O)(=O)Nc2cccc(C(F)(F)F)c2)c1
→ 1	8	0.5	-9	8	-3	-11	-7	-11
> CCN(CC(=O)Nc1c(F)cccc1F)C(=O)CCNC(=O)c1ccccc1OC
→ 2	-3	8.0	11	1	-5	7	7	21
> Cc1ccc(C)c(N2CCN(c3nnnn3-c3ccccc3)CC2)c1
→ -1	-3	-0.1	3	-3	-2	20	-14	-14
> COc1c(Cl)cc(C(=O)NN)cc1Cl
→ -1	6	-0.7	7	0	3	-1	-11	-18
> CC(=O)Oc1ccc(N(C(C)=O)S(=O)(=O)c2ccc(C)cc2)c2ccccc12
→ 2	4	1.0	-11	2	-2	-11	-3	-14
> CCSc1nnc(Cc2cc(=O)[nH]c(=O)[nH]2)n1-c1cc(C)ccc1C
→ 1	12	0.6	-15	-1	-3	-10	-13	-6
> Cn1ccc2c(N3CCCCC3)cc3c(c21)C1CCC3O1 (stereo not given)
→ -1	0	1.9	10	-3	-6	1	·	·
> COc1cc(C(=O)N(Cc2ccc(C)o2)C2CCS(=O)(=O)C2)cc(OC)c1OC (stereo not given)
→ 2	7	0.2	6	-4	-2	10	-7	-12
> CCC(CC)C1=NN2C(=N)/C(=C\c3cc(C)n(-c4cccc(C)c4)c3C)C(=O)N=C2S1
→ 1	6	0.3	-7	-23	-6	-6	-9	-2
> O=C1CN(C(=O)CC2C(=O)NCCN2Cc2ccccc2C(F)(F)F)CCN1 (stereo not given)
→ 0	7	0.5	1	9	-3	-10	-8	-6
> S=C(Nc1ccccc1)Nc1ccccn1
→ 1	0	-0.1	11	6	-3	-2	·	·
> CC(=O)COC(=O)CNC(=O)c1ccc(Br)cc1
→ 1	8	0.1	-10	3	-4	-5	2	2
> COc1cccc(-c2nc(CS(=O)(=O)CC(=O)NCCCN3C(C)CCCC3C)c(C)o2)c1 (stereo not given)
→ 0	-1	1.4	-8	4	-5	-5	-6	-12
> CC(=O)N(c1nc(CCl)cs1)c1c(C)cc(C)cc1C
→ 0	6	-0.2	-2	-1	-4	5	-9	-5
> Cc1ccccc1CC1(CO)CCCN(C(=O)Cc2c(F)ccc(F)c2F)C1 (stereo not given)
→ 4	9	4.0	2	-5	2	-21	·	·
> CCc1nc(C#N)c(N2CCCCC2)o1
→ 1	8	0.7	-12	-5	-10	-7	9	-5
> C[C@@H]1CN([C@@H](C)CO)C(=O)CCCn2nncc2CO[C@H]1CN(C)S(=O)(=O)c1ccc2ccccc2c1
→ 1	11	-0.3	3	-9	1	-6	·	·
> CCOC(=O)C1=C(C)NC(C)=C(C(=O)OCC)C1C(=O)OCC(=O)NCCc1ccccc1
→ 4	1	0.3	6	-3	-5	-3	-3	-13
> CCN(CC)C(=O)C1CCCN(Cc2ccc(F)c(F)c2)C1 (stereo not given)
→ 0	1	-0.4	6	-19	-9	-2	3	8
> COc1ccccc1CNc1ccc(N2CCCCC2)cc1
→ 1	6	0.3	-11	8	-7	-1	0	-13
> CCOC(=O)c1sc2cc([N+](=O)[O-])cc(SCCO)c2c1N
→ 2	-1	4.1	4	17	-1	4	-10	2
> Cc1ccc(-c2nn(Cc3ccccc3)cc2C(=O)NCC2CCCO2)cc1 (stereo not given)
→ 0	5	7.0	-2	-3	-1	-6	·	·
> CN(C)C(=O)c1cccc(-c2cnc3sc(NCc4ccc5c(c4)OCO5)nn23)c1
→ 9	2	5.8	-13	-6	-3	-4	·	·
> CCN(CC)CCN(C(=O)c1ccc(S(=O)(=O)N2CCCCC2)cc1)c1nc2cc3c(cc2s1)OCO3
→ 1	0	0.4	-6	-4	-10	-9	-11	-5
> O=C(CN1C(=O)C2CC=CCC2C1=O)Nc1ccc(S(=O)(=O)Nc2nccs2)cc1 (stereo not given)
→ 1	3	0.6	-8	2	-2	-3	-3	-4
> CCOc1cc(CNc2ccccc2)cc(Br)c1OCc1ccccc1F
→ -2	-3	0.0	-8	2	-3	8	-19	8
> COc1ccc(-c2ccc(-c3cc(=O)oc4cc(OC)c(OC)c(OC)c34)cc2)cc1OC
→ 0	1	-0.2	-9	7	-4	-3	·	2
> COC(=O)[C@H](C)NC(=O)Nc1ccccc1F
→ 1	4	0.9	-13	3	-6	-7	-2	-6
> O=C(c1ccc(CS(=O)c2ccccc2Cl)o1)N1CCCCCC1 (stereo not given)
→ 2	-2	1.2	-18	-9	0	8	-12	-12
> CC1CCc2c(sc(NC(=O)c3ccc(Cn4cc([N+](=O)[O-])cn4)o3)c2C#N)C1 (stereo not given)
→ 5	5	-0.2	4	5	-2	-26	-6	-7
> CC(C)C(=O)Nc1cc2c(cc1C(=O)c1ccccc1)OCCO2
→ 0	8	0.1	-7	-11	-4	-15	-10	-5
> CCOc1cc(C(=S)N2CCCC2)ccc1OC
→ 0	4	0.3	-4	-5	-1	-4	-2	-14
> Cc1cc(NC(=O)C(C)SCC(=O)OCC(=O)Nc2c(C)cccc2C(C)C)no1 (stereo not given)
→ 1	9	-0.3	1	1	-1	-11	-8	-26
> COc1ccc(OCCCC(=O)Oc2ccc(OC)cc2)cc1
→ 2	5	2.5	-16	-5	-4	-11	-1	-2
> CC(=O)Nc1cc2c(cc1Cl)-c1ccccc1C2
→ 3	7	0.7	26*	-4	1	-8	·	·
> Cc1ccc2c(c1)S(=O)(=O)N(C)C(c1ccccc1)=C2
→ 8	-5	0.8	-13	-1	-6	1	·	·
> O=C(CCCCCNC(=O)c1ccccc1)C[N+](=O)[O-]
→ 3	7	1.6	-9	5	-5	-11	2	1
> COCCNS(=O)(=O)c1ccc(-c2ccc(C)cc2)cc1
→ 10	-2	5.7	-7	-6	-6	8	-11	-16
> NC(=O)[C@@H]1CCCCNc2c(F)cc([N+](=O)[O-])cc2C(=O)N[C@@H](CC(=O)O)C(=O)NCC(=O)N1
→ 1	-12	0.3	4	-6	-9	16	-4	-4
> O=C(Cc1coc2ccc3ccccc3c12)N1CCc2ccccc21
→ -2	-4	-0.3	9	5	-4	1	-8	-13
> CCOC(=O)c1c(NC(=O)Cn2cnc([N+](=O)[O-])n2)sc2c1CCCC2
→ 0	7	-0.4	-7	4	-5	0	-3	-7
> CCCC[C@@H]1CNCCN1CCc1cccc2ccccc12
→ 2	-8	0.6	-6	3	-11	8	-2	-10
> O=C1CSC(=O)N1CC(O)COc1ccc(Cl)cc1 (stereo not given)
→ 2	14	1.0	-20	5	-5	-19	-9	1
> O=C(CN1CCCCC1)Nc1ccccc1
→ 1	5	0.2	-7	-6	-5	-6	-22	-3
> Cc1nnc(NCc2ccco2)c2ccccc12
→ -1	6	0.1	6	18	-5	-1	-11	-3
> CCO[C@H]1OC(C(=O)NCc2nc3ccccc3[nH]2)=C[C@@H](c2cn(C(C)=O)c3ccccc23)[C@@H]1CCCO
→ 2	-5	0.0	-11	-3	-15	1	-1	-26
> O=C(CCC1CCCC1)N1CCN(S(=O)(=O)Cc2ccccc2)CC1
→ 7	10	3.8	-10	-4	6	-14	-11	-2
> O=C(C1CCCN(Cc2ccccc2C(F)(F)F)C1)N1CCCCC1 (stereo not given)
→ 1	3	0.2	-3	-1	-5	-23	-3	-10
> Cc1ccccc1C(=O)Nc1nnc(SC(C)C)s1
→ 0	4	-0.3	1	3	-4	-5	-4	-15
> Cc1nc2ncnn2c(N2CCN(C(c3ccccc3)c3ccccc3)CC2)c1C
→ 5	-2	1.8	-26	6	-10	-2	-3	16
> CN1CCN(NC(=O)Nc2ccc(Br)cc2)CC1
→ 4	6	0.9	9	-11	-6	-3	-3	3
> CCOc1ccc(N(CC(=O)Nc2ccc(CC)cc2)S(=O)(=O)c2c(C)[nH]c(=O)[nH]c2=O)cc1
→ -1	-4	-0.2	9	1	-1	11	-4	-4
> COc1cc2c(cc1NC(=O)C(C)OC(=O)/C=C/c1ccc(OC(F)F)cc1)oc1ccccc12 (stereo not given)
→ 1	5	-0.5	-1	-7	-5	-7	-6	-13

Next section.
Each structure is followed by: CHRM4 agonist	M1 PAM	M1 ag parental	CHO-K1 Ca antag	CHRM4 antagonist	M1 ag	M1 antag	OXTR potentiator	CHO parental Ca
> CCN1CCCC1CN(Cc1cc2ccc(C)c(C)c2[nH]c1=O)C(=O)Nc1ccccc1OC (stereo not given)
→ 1	3	-0.1	-18	-13	-7	-14	-17	-11
> Cc1cc(=O)oc2ccc(OCc3ccccc3)cc12
→ 0	20	0.5	-1	-15	1	-20	-19	-14
> C#CCN(CC(=O)OCC)S(=O)(=O)CCNC1CC1
→ 0	-10	0.1	-3	7	-3	8	·	·
> Cc1ccc2cccc([N+](=O)[O-])c2n1
→ -1	1	0.1	-13	-6	-5	-7	·	·
> O=C(O)COc1ccc(S(=O)(=O)c2ccc(OCC(=O)O)cc2)cc1
→ 1	11	-0.5	17	-1	-1	-13	-6	-3
> O=c1oc2ccccc2c2c1C(c1ccc(Cl)cc1)Nc1ccc3ccccc3c1-2 (stereo not given)
→ 1	12	0.7	-17	3	-2	-14	-16	-1
> Cc1ccc(NC(=O)c2ccc(-c3nn(C)c(=O)c4ccccc34)cc2)cc1
→ 1	3	0.3	-8	-9	-6	2	1	-24
> CCOc1ccc(N2C(=O)CC(Sc3ccccc3C(=O)O)C2=O)c([N+](=O)[O-])c1 (stereo not given)
→ 0	10	0.9	-18	-2	-4	-7	-10	-6
> CCC1CCCCN1S(=O)(=O)c1ccc(S(=O)(=O)N(Cc2cccs2)C2CC2)cc1 (stereo not given)
→ 5	-36	1.9	-10	45*	-10	63*	-11	25
> COc1cc(/C=N/NC(=O)C2CCN(CC(O)COCc3ccccc3)CC2)ccc1O (stereo not given)
→ 0	17	0.8	-5	4	-10	-11	0	-3
> CCN(CC)S(=O)(=O)c1ccc(OC)c(NC(=O)COc2ccc3c(C)cc(=O)oc3c2)c1
→ 3	3	1.2	-1	-5	-5	7	3	11
> O=C1CC(c2ccc(S(=O)(=O)NC3CC3)cc2)CN1 (stereo not given)
→ 2	4	-0.5	11	-6	-3	-5	2	6
